MMP-13 inhibitor: human MMP13 inhibitors, primary screen, biochemical, FRET peptide cleavage | inhibition, % at 4 µM | Collagenase 3 (Homo sapiens), P45452 | MMP-13 fTHP FRET cleavage, Mca fluorescence | 65,000 compounds, 0.07% hits;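 active = inhibition above the mean of compound-free control plate wells plus 3 SD, cut at about 14% in these data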;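 note: 0% = DMSO wells and 100% = wells with reference MMP-13 inhibitor after basal subtraction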
ROCK2 blocker: inhibitors of human ROCK2 kinase, primary screen, biochemical, high-throughput, luminescence; Rho-associated protein kinase 2 (Homo sapiens), O75116; purified ROCK2, Kinase-Glo ATP depletion luminescence; inhibition, % at 6 µM; 60,000 compounds, 0.35% hits; AID 604, 2007;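 active = inhibition above the screen-wide mean inhibition plus 3 SD, cut at about 18% in these data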;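 note: plate controls were DMSO wells for no effect and Y-27632 control wells after no-enzyme background subtraction for full effect; many of its hits are not listed in these tables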
JNK3 blocker: JNK3 kinase activity inhibitors, primary screen, biochemical, human, purified enzyme; inhibition, % at 8 µM; AID 746, 2007; HTS; Mitogen-activated protein kinase 10 (Homo sapiens), P53779; 60,000 compounds, 0.61% hits; in the data active = inhibition above about 17%;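 note: 0% = DMSO and 100% = reference inhibitor; many of its hits are not listed in these tables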
PKA kinase inh: inhibitors of human PKA kinase activity, primary screen, biochemical, ATP-depletion luminescence, Kemptide substrate. 65,000 compounds, 0.1% hits. AID 524, 2006. cAMP-dependent protein kinase catalytic subunit alpha (Homo sapiens), P17612. inhibition, % at 6 µM. PKA Kemptide phosphorylation, Kinase-Glo ATP luminescence;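 active = inhibition above the screen-wide mean inhibition plus 3 SD, cut at about 21% in these data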; note: many of its hits are not listed in these tables
Jurkat viability: cytotoxicity toward Jurkat T cells, primary screen, cytotoxicity control, cell-based, Jurkat E6.1, 60K MLSMR library | inhibition, % at 4 µM | Jurkat E6.1 viability, ATP luminescence, 48 h | 56,000 compounds, 1.2% hits;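 active = inhibition above the mean inhibition of all tested compounds plus 3 SD, cut at about 28% in these data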
DUSP1 inh: MKP-1 phosphatase inhibitors, primary screen, biochemical, in vitro. Dual specificity protein phosphatase 1 (Homo sapiens), P28562. recombinant MKP-1, OMFP hydrolysis fluorescence. inhibition, %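 (compounds tested at a single concentration somewhere between 10 and 100 µM)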. 65,000 compounds, 0.15% hits;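 active = inhibition above about 50%, limit read from the data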;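 note: 0% = DMSO max control wells and 100% = wells with enzyme stopped by NaOH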
Target sequence (P28562 whole entry, looked up): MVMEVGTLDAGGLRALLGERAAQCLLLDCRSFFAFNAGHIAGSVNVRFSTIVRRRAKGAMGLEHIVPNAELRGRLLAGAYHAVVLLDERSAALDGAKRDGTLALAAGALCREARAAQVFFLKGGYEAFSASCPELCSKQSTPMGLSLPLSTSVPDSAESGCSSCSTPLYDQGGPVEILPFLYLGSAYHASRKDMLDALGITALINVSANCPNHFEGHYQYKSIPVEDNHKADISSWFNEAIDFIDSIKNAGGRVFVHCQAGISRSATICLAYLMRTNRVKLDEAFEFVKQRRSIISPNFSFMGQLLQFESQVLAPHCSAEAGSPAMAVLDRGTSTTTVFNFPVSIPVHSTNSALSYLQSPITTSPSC
TNAP act mid DEA: human TNAP enzyme activators, primary screen, biochemical, luminescent, intermediate phosphate acceptor level; purified TNAP, CDP-star luminescence, 100 mM DEA, 30 min; hits give high values; scale: 0 levamisole-inhibited, 1 vehicle-only enzyme; 64,000 tested, under 10 active; AID 813, 2007; activation factor at 20 µM;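 active = activation factor of at least 2 at 20 µM, relative to controls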
Target sequence (P05186 whole entry, looked up): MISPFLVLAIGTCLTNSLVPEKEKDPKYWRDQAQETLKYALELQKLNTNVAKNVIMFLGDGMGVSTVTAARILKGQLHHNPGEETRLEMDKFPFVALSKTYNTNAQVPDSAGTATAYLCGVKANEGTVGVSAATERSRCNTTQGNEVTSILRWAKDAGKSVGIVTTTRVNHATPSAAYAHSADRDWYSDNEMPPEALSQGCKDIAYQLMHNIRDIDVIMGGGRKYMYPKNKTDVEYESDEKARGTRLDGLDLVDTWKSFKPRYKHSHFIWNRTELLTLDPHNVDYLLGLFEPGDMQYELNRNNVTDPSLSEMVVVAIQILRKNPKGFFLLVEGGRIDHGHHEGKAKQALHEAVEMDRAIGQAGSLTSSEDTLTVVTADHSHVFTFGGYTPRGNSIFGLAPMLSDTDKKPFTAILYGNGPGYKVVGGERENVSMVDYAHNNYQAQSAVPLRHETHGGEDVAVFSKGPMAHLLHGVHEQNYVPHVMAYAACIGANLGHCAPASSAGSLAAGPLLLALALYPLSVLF
Cdc25B block: inhibitors of Cdc25B phosphatase catalytic domain, primary screen, biochemical, OMFP fluorescence | M-phase inducer phosphatase 2 (Homo sapiens), P30305 | recombinant Cdc25B, OMFP fluorescence Ex485/Em525 | inhibition, %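 (compounds tested at 10 µM final in the well)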 | 65,000 compounds, 0.1% hits | AID 368, 2006; in the data active = inhibition above about 50%
HEK293 NFkB inh: inhibitors of PMA/ionomycin-induced NF-kB reporter, primary screen, antigen receptor NF-kB inhibitor project, cell-based, HEK-293 luciferase reporter, luminescence; HEK-293 NF-kB luciferase reporter; inhibition, % at 3 µM; 62,000 compounds, 0.21% hits; AID 465, 2006;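 active = inhibition above the mean of all tested compounds plus 3 SD, cut at about 40% in these data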;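 note: 0% = stimulated DMSO wells and 100% = 10 µM reference inhibitor 5653914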
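System – HEK-293 cells with stable firefly luciferase reporter driven by four HIV NF-kB elements · Doses – one dose, 3 µM · Schedule – 1 h compound pre-incubation, 16 h PMA/ionomycin at 37 °C · Technique – luminescence from luciferase substrate reagent · Measure – percent inhibition normalized per plate to DMSO and reference-inhibitor controls · Replicates – tested once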
* = called active by the depositor; nt = not tested or not shown; [ ] = dose if it differs, or a comment.

SMILES | MMP-13 inhibitor | ROCK2 blocker | JNK3 blocker | PKA kinase inh | Jurkat viability | DUSP1 inh | TNAP act mid DEA | Cdc25B block | HEK293 NFkB inh
CC(=O)Nc1ccc(S(=O)(=O)N2CCN(CCCOc3cc(C)ccc3C)CC2)cc1 | 7 | 2 | -2 | 10 | 10 | 7 | 0.9 | -13 | 11
COc1ccccc1CNC(=O)C1CCN(S(=O)(=O)c2cccc3cccnc23)CC1 | -7 | 1 | 1 | 0 | -1 | 1 | 0.9 | -9 | 21
COc1ccc(NC(=O)COc2ccccc2C#N)c(S(=O)(=O)N2CCCCC2)c1 | 8 | 2 | -2 | 10 | -5 | 25 | 1 | 2 | 15
Oc1ccc(Br)cc1-c1nc2cnccn2c1NC1CCCC1 | -17 | nt | nt | -2 | nt | 12 | 1 | 0 | 8
CS(=O)(=O)c1ccc(Cl)c(NC(=O)C2CC(=O)N(Cc3ccccc3)C2)c1 (configuration not stated) | 4 | 2 | -1 | 9 | 0 | -4 | 1 | -5 | 7
CCCn1c(=O)n(C)c(=O)c2c3oc(=O)c(NC(=O)c4ccc(F)cc4)cc3[nH]c21 | -3 | 4 | -7 | 9 | -7 | -1 | nt | -5 | 9
CC(C)CCNC(=O)NC(=O)CSc1nnc(COc2ccccc2Cl)o1 | -1 | 3 | 4 | 2 | -3 | 25 | 0.8 | -8 | 22
COc1ccccc1C(=O)N(CN1CCCC1=O)c1cccc(Cl)c1 | -8 | -1 | -4 | 2 | 4 | 4 | 0.9 | -8 | 9
CCn1c(C(=O)N2CCC(Cc3ccccc3)CC2)cc2sccc21 | 4 | 9 | -7 | 6 | 2 | -1 | 0.9 | -2 | 7
CCOC(=O)C1=C(C)N(C)C(=O)NC1c1ccc(C)s1 (configuration not stated) | 1 | 5 | -2 | 7 | -4 | -5 | 1 | -3 | 18
O=c1cc(CSc2nnc(COc3ccccc3Cl)o2)nc2sccn12 | -5 | 6 | 2 | 11 | 6 | -2 | 0.9 | -11 | 5
CCC(CC)C(=O)Nc1cc(C(=O)OC)cc(C(=O)OC)c1 | -4 | 9 | 1 | 9 | -7 | -8 | 0.9 | 3 | 8
COc1ccc(CCNC(=O)CC2Nc3ccccc3NC2=O)cc1 (configuration not stated) | -9 | 2 | -4 | 2 | 0 | 2 | 0.9 | -2 | 12
CCC1(C)Cc2c(sc3c2c(=O)n(C)c2nnc(SCCc4ccccc4)n32)CO1 (configuration not stated) | 1 | 2 | -1 | 3 | -8 | 15 | 0.9 | -7 | 21
CCOC(=O)Cn1c(=O)c2c(nc3n2CCCCN3c2ccc(C)cc2)n(C)c1=O | 0 | -2 | 0 | 0 | 2 | -7 | 0.9 | 1 | 8

Looked up above.
`CC(=O)Nc1ccc(S(=O)(=O)N2CCN(CCCOc3cc(C)ccc3C)CC2)cc1` @ Jurkat viability: 10
`Oc1ccc(Br)cc1-c1nc2cnccn2c1NC1CCCC1` @ Cdc25B block: 0
`CCn1c(C(=O)N2CCC(Cc3ccccc3)CC2)cc2sccc21` @ TNAP act mid DEA: 0.9
`CCCn1c(=O)n(C)c(=O)c2c3oc(=O)c(NC(=O)c4ccc(F)cc4)cc3[nH]c21` @ MMP-13 inhibitor: -3

Next part
SMILES | MMP-13 inhibitor | ROCK2 blocker | JNK3 blocker | PKA kinase inh | Jurkat viability | DUSP1 inh | TNAP act mid DEA | Cdc25B block | HEK293 NFkB inh
Cc1noc(/C=C/c2ccco2)c1S(=O)(=O)N1CCC(C(=O)NCc2ccco2)CC1 | 4 | 7 | 3 | 7 | 10 | 3 | 0.9 | 6 | 1
COC(=O)CCc1c(C)c(C#N)c2nc3ccccc3n2c1N1CCCC1 | -1 | 0 | 2 | -3 | 7 | -7 | 1 | 0 | 14
CCCCn1c(CCNC(=O)CC)nc2ccccc21 | -4 | 3 | -2 | 6 | -2 | 3 | 1 | -15 | 0
Cc1cc2c(C)nc(-c3ccccc3)nc2o1 | 2 | 1 | -4 | -2 | 0 | -8 | 1 | -11 | -6
OCCCCNc1cccc2ccccc12 | -167[fluorescence artefact?] | 5 | -18 | 6 | -5 | 11 | 0.9 | 2 | 17
CCOC(=O)C1=C(CN2CCN(c3ccc(F)cc3)CC2)NC(=O)NC1c1cccs1 (configuration not stated) | -1 | 2 | 1 | -2 | 10 | 20 | 0.9 | 1 | 0
O=C(O)C1CCCCC1C(=O)Nc1ccc2c(c1)OCCO2 (configuration not stated) | -3 | 1 | 1 | -2 | -4 | 4 | 1 | -10 | 14
COc1ccc2oc(C)c(C(N)=O)c2c1 | 8 | 4 | -1 | 11 | -2 | 17 | 1 | 8 | 15
CCOC(=O)C1=C(N)N2C(=O)C(C)SC2=C(C(=O)OC)C1c1ccccc1OC (configuration not stated) | 5 | 4 | -4 | 0 | 0 | 3 | 0.9 | -12 | 21
CCS(=O)(=O)N1CCCC(C(=O)NCc2ccc3c(c2)OCO3)C1 (configuration not stated) | 4 | -1 | 3 | 0 | 0 | 4 | 1 | -9 | 12
CCC(=O)NC(c1ccccc1)c1nc2ccccc2[nH]1 (configuration not stated) | 3 | nt | nt | 0 | nt | 8 | 0.9 | -8 | 15
COc1cc(C(=O)O)nc2ccccc12 | -4 | -2 | 0 | 2 | -6 | -10 | 0.9 | 0 | 22
Cn1c(=O)oc2cc(S(=O)(=O)NCCC(=O)N3CC=C(c4ccccc4)CC3)ccc21 | 3 | 5 | 1 | 5 | 6 | 7 | 1 | -2 | 13
Cc1oc(-c2ccc(Cl)cc2)nc1CSCC(=O)NCCCN1CCOCC1 | -7 | -2 | -2 | -6 | 2 | 8 | 0.9 | -6 | 13
Cc1ccc(OCC(=O)Nc2ccc(-c3nc4ncccc4o3)cc2)cc1 | -8 | 8 | -1 | 11 | -10 | 1 | 0.9 | -5 | -10

Ordered by the number under JNK3 blocker (highest first): some entries from above.
SMILES	JNK3 blocker
CCS(=O)(=O)N1CCCC(C(=O)NCc2ccc3c(c2)OCO3)C1 (configuration not stated)	3
COc1ccc2oc(C)c(C(N)=O)c2c1	-1
Cc1oc(-c2ccc(Cl)cc2)nc1CSCC(=O)NCCCN1CCOCC1	-2

Next part.
SMILES | MMP-13 inhibitor | ROCK2 blocker | JNK3 blocker | PKA kinase inh | Jurkat viability | DUSP1 inh | TNAP act mid DEA | Cdc25B block | HEK293 NFkB inh
CCOC(=O)c1sc(NC(=O)c2ccc(CC)s2)nc1C | -2 | 10 | 0 | 10 | -8 | 20 | 0.9 | 1 | -26
O=C(Cn1cc2c(n1)CCCCC2)NCc1ccccc1 | -4 | 4 | -1 | 2 | -2 | -6 | 0.9 | 4 | 5
O=C(O)CC(c1ccccc1)c1ccccc1 | 0 | 2 | -2 | 6 | -4 | -9 | 0.8 | -8 | 3
CC(=O)N1CCc2cc(S(=O)(=O)NC(CC(C)C)C(=O)N3CCn4c3nc3ccccc34)ccc21 (configuration not stated) | 1 | 13 | 2 | 5 | -5 | 31 | 0.9 | -8 | 18
COc1cc(C)c(S(=O)(=O)Nc2ccc(CC(=O)O)cc2)cc1C | -2 | 1 | 1 | 5 | -3 | -2 | 0.9 | -8 | 3
CC1CN(c2oc(-c3ccccc3Cl)nc2C#N)CC(C)O1 (configuration not stated) | -12 | -6 | 6 | 4 | nt | -18 | 1 | -10 | nt
CCC(=O)N1CCc2cc(S(=O)(=O)NCCCN(CC)Cc3ccccc3)ccc21 | -1 | nt | nt | 0 | nt | -13 | 0.9 | 1 | 5
Cc1ccc(CNC(=O)C2CCN(S(=O)(=O)c3cccs3)CC2)o1 | -1 | 2 | 4 | 1 | -4 | 7 | 0.9 | -9 | 15
CCCCN(CC)C(=O)CN(C)S(=O)(=O)c1cccc2nsnc12 | 6 | 3 | -7 | 9 | 0 | -3 | 0.9 | -6 | 14
CC(C)(C)NC(=O)C(c1ccccc1)N(Cc1ccco1)C(=O)c1csnn1 (configuration not stated) | 1 | -3 | 8 | 8 | 5 | 14 | 0.9 | 6 | 22
COC(=O)c1ccc(-c2nc(-c3ccc(Br)o3)no2)cc1 | 1 | 7 | -1 | 6 | -8 | -2 | nt | 1 | -4
O=C(Nc1ccc2c(c1)OCCO2)C1CCN(c2cnccn2)CC1 | -4 | 2 | 9 | 8 | -5 | 5 | 0.9 | -10 | 3
CCOc1cc2nc(-c3ccc(OC)c(OC)c3)nc(N3CCOCC3)c2cc1OC | -62[fluorescence artefact?] | 0 | -1 | -5 | nt | -8 | 0.9 | 26 | nt
c1ccc(-c2csc3nnc(SCc4ccc5c(c4)OCCO5)n23)cc1 | -4 | 8 | 6 | 6 | 0 | 23 | nt | -11 | 2
CCc1ccc(CNc2ccc(N3CCN(C(C)=O)CC3)cc2)cc1 | -16 | 4 | -11 | 3 | 1 | 2 | nt | -9 | 16
COc1ccc(-c2cc(CCCC(=O)NCc3ccccn3)no2)cc1 | 4 | 2 | -1 | 0 | 2 | 0 | 0.9 | 2 | 11
COc1ccc(N2CCN(c3nc4c(c(=O)[nH]c(=O)n4C)n3Cc3ccccc3Cl)CC2)cc1 | 5 | 4 | 3 | 5 | 4 | 3 | 1 | -1 | 12
Cc1nc2sc(C(c3ccco3)N3CCC4(CC3)OCCO4)c(O)n2n1 (configuration not stated) | -4 | 4 | 4 | 8 | -2 | 4 | nt | 12 | 15
CCN(CC)c1ccc2c(C)c(-c3ccc(N)cc3)c(=O)oc2c1 | -32 | 7 | -1 | 6 | nt | -7 | 0.9 | -30 | nt
O=C(NCCc1ccc(Cl)cc1)C1CC(=O)N(C2CCCCC2)C1 (configuration not stated) | -5 | 6 | 4 | 8 | -4 | 10 | 1 | -16 | -1
Cc1cccc(-n2nnnc2SCn2nnc3ccccc3c2=O)c1 | 3 | -5 | -5 | 0 | 19 | 2 | 0.9 | 6 | -6
O=C(O)CCCCCNS(=O)(=O)c1c(Cl)cccc1Cl | -2 | 7 | -3 | 11 | -3 | -10 | 1 | 7 | 17
CC(=O)n1c2ccccc2c2nc(NC(C)C)sc21 | 5 | 6 | -7 | -1 | -3 | 23 | 0.9 | 1 | 4
CCCc1ccc(C(=O)CCC(=O)O)cc1 | 7 | nt | nt | 8 | nt | 15 | 0.9 | -8 | 9
CN(CCCCCNC(=O)/C=N/O)Cc1ccccc1 | -6 | -3 | 0 | -2 | nt | -33 | 1 | 20 | nt
Cc1ccc(NCc2nnc(SCC(=O)Nc3cccc(O)c3)n2CC2CCCO2)c(C)c1 (configuration not stated) | 3 | 3 | 3 | 3 | 2 | 22 | 0.9 | -5 | 9
COc1ccc(S(=O)(=O)N2CCN(S(=O)(=O)c3ccc(C(F)(F)F)cc3)CC2)cc1C | -11 | 2 | 5 | 6 | -1 | 16 | 0.9 | -21 | 4
CCOC(=O)/C=C1\SCC(=O)N1CC(=O)Nc1ccccc1OC(F)F | -3 | 3 | 1 | 10 | -3 | 25 | 1 | -11 | 10
CC(=O)c1cccc(NC(=O)NCc2ccccn2)c1 | 1 | 0 | 6 | 4 | 4 | -3 | 0.8 | -8 | -16
Cc1ccc(-n2nc(-c3ccc(N)cc3)cc2N)cc1 | 2 | -2 | 1 | -2 | 1 | 6 | 0.9 | -8 | -9

Source: PubChem
